Bioassay records as filed in PubChem.
MLLE-PAM2 inh: blocks PAM2 peptide binding to the PABP1 MLLE domain | P11940 | GST-MLLE / FITC-PAM2 fluorescence polarization | inhibition, % at 20 µM | 360,000 compounds, 0.36% hits; in the data active = inhibition above about 35%, passing the limit was not always enough;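 also: plate controls were DMSO wells with GST-MLLE for no effect and wells lacking GST-MLLE protein for full effect; some results filed as inactive read as strong as hits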
FAS-TE inh: blocks the thioesterase domain of human fatty acid synthase. recombinant FAS-TE, OMFH fluorogenic substrate, fluorescence endpoint. inhibition, % at 15 µM. 360,000 compounds, 0.67% hits. AID 602261;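 active = compounds whose normalised, plate-corrected inhibition of enzyme fluorescence in the single-dose primary screen is 50% or more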;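 also: 0% = DMSO with enzyme and 100% = substrate without enzyme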
CSN deneddyl inh: blocks human CSN-mediated cullin deneddylation. Q92905. AID 651999. inhibition, % at 12.5 µM. 360,000 compounds, 0.38% hits. Purified CSN, SCF-Nedd8-OG deneddylation, fluorescence polarization;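 active = pattern-corrected inhibition above about 35%, with an unprinted fluorescence ratio check between 0.5 and 1.5, limit read from the data, passing the limit was not always enough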;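 also: 0% = enzyme with substrate and 100% = substrate without enzyme; some results filed as inactive read as strong as hits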
Target sequence (Q92905 whole entry, looked up, one chain of several): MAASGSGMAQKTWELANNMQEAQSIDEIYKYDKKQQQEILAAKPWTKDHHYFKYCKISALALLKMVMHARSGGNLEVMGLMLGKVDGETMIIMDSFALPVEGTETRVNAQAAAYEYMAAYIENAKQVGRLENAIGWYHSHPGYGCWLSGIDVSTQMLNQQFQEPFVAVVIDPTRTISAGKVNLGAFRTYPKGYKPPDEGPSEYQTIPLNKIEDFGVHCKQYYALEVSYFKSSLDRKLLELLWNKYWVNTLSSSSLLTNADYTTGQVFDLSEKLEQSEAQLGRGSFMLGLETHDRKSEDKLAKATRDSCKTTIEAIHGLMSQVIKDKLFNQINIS
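Test system: purified human Csn5 enzyme expressed in HEK293T cells. Amount: 0.24 nM enzyme. Reagent: SCFSkp2-Nedd8OG substrate at 10 nM final. Schedule: 90 min incubation of compound, enzyme and substrate at room temperature. Detection: fluorescence polarization. Read-out: % inhibition of substrate cleavage by Csn5.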
eLon inh: inhibitors of E. coli Lon protease. purified E. coli Lon protease, fluorescence polarization. inhibition, % at 7.94 µM. 360,000 compounds, 0.42% hits; in the data active = inhibition above about 13%, passing the limit was not always enough;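 also: 0% = enzyme with probe and DMSO and 100% = no enzyme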
Rpn11 inh: Rpn11 (human) deubiquitinase inhibition | O00487 | human 26S proteasome, Ub4-pepOG fluorescence polarization; 20S core pre-blocked with epoxomicin | calls only at 20 µM | 360,000 compounds, 0.59% hits | AID 588493;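 active = inhibition at 20 µM, scaled to each plate's controls, above about 33%, limit read from the data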
Target sequence (O00487 whole entry, looked up): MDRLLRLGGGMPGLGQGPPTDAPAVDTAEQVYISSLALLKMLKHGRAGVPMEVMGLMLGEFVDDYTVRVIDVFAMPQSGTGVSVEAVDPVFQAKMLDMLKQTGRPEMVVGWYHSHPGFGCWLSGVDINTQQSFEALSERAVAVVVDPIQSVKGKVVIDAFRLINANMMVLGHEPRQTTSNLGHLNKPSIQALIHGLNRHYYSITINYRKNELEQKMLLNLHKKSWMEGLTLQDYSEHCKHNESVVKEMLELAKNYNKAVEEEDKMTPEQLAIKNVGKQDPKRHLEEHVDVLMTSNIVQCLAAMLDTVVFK
MsrA inhibitor: bovine MsrA inhibition. AID 651718. purified bovine MsrA, absorbance read-out. inhibition, % at 15.5 µM. 360,000 compounds, 0.75% hits; in the data active = inhibition above about 4.5%;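 also: 0% = vehicle wells with enzyme and 100% = reference inhibitor wells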
MT1-MMP act inh: inhibitors of human MT1-MMP activation; AID 651647; HT1080 RFP-PRO-GFP cells, GFP/RFP ratio fluorescence, overnight; percent of plate control window, DMSO zero; GFP/RFP ratio change, % at 20 µM; 360,000 compounds, 0.061% hits; P50281;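 active = GFP/RFP ratio change of at least 30% with cell ATP level not reduced by more than half and red fluorescence within 50% of control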; also: strong numbers were not always called active
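Test system: HT1080 cells expressing an RFP-PRO-GFP fluorescent reporter construct / Compound dosing: single-point 20 µM compound, 1% DMSO / Schedule: cells overnight before dosing, compound overnight, 37 °C, 5% CO2 / Evaluation: GFP/RFP fluorescence ratio / Control set: DMSO and RFP-L50D-GFP cell wells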
Rin1-Abl PPI inh: blocks binding of human Rin1 to Abl; P00519+Q13671; TR-FRET Rin1/Abl binding, biochemical; inhibition, % at 7.35 µM; 360,000 compounds, 0.4% hits; AID 588664; in the data active = inhibition above about 5%, passing the limit was not always enough
MsrA act: activators of bovine methionine sulfoxide reductase A; 360,000 compounds, 0.3% hits; activation, % at 10.6 µM; purified bovine MsrA, absorbance read-out; in the data active = activation above about 7.5%;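 also: 0% = vehicle and 100% = reference activator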
Active calls of the source: *; i = inactive; · = no result given; + = active, no number; & = joins results of further samples.

SMILES	MLLE-PAM2 inh	FAS-TE inh	CSN deneddyl inh	eLon inh	Rpn11 inh	MsrA inhibitor	MT1-MMP act inh	Rin1-Abl PPI inh	MsrA act
CCN(CC(=O)NC(C)C)C(=O)CCNC(=O)c1ccc(Cl)cc1	11	-8	0	-4	i	0.5	2	-3	-5
CNC(=O)C(=O)NCCC1CCCCN1S(=O)(=O)c1cccs1 (configuration not stated)	4	-7	0	-3	i	-1.0	-3	1	-11
CC(O)(c1ccccc1)c1nc(-c2ccccc2)cs1 (configuration not stated)	-3	2	-3	-8	i	-0.7	2	2	-7
CCO[C@H]1OC(C(=O)NCc2nc3ccccc3[nH]2)=C[C@@H](C2CC2)[C@@H]1CCCO	-1	-14	2	-2	i	-0.2	4	0	-10
O=C(Cc1ccccc1F)NCC(=O)Nc1ccccc1Br	5	-2	0	-4	i	-0.8	0	-2	0
Cc1cccc(NC(=O)CN2CCC(C(=O)c3ccc4c(c3)OCCO4)CC2)c1	1	12	0	0	i	0.3	2	0	-1
CC(=O)c1cc(NC(=O)c2ccccc2)c(=O)oc1/C=C/N(C)C	-112	-45	55*	-150	·	0.4	-148	-15	-5
COc1ccccc1NC(=O)CSc1nnc(COc2ccc(Cl)cc2)n1Cc1ccco1	-92	20	8	-1	i	1.2	-4	-2	-3
CC(=O)c1c(C)nc(-c2ccc(Cl)cc2)nc1N=CN(C)C	-8	-1	1	-15	i	1.3	7	2	-7
CC(C)(O)C#Cc1ccc(C(=O)N2CCN(C(=O)c3ccco3)CC2)cc1	10	-2	5	7	i	1.6	0	5	5
CCOC(=O)N1CCC(Nc2c(NCCCN3CCN(c4ccc(OC)cc4)CC3)c(=O)c2=O)CC1	-3	0	-2	4	i	1.4	7	-5	-1
CCc1nc(OCC(=O)c2ccccc2)c(C#N)c2c1COC(C)(C)C2	1	4	-3	-7	i	1.5	5	2	-2
COc1ccc(-c2cc(N)n(S(=O)(=O)Cc3ccccc3)n2)c(OC)c1	-9	2	3	-3	i	-0.5	-4	-1	-1
O=C(CSc1ccc(-c2cccnc2)nn1)Nc1ccc(Br)cc1	13	2	1	-3	i	-0.6	0	1	-5
Cc1ccc(C(=O)Nc2ccc(N3CCOCC3)cc2)cc1	11	-6	5	0	i	1.0	3	-1	-2
CCOc1ccc(N(CC(=O)Nc2ccccc2F)S(=O)(=O)c2c(C)[nH]c(=O)[nH]c2=O)cc1	8	-2	0	3	i	0.6	3	1	-5
CC(c1ccccc1)n1c(-c2ccccc2F)n[nH]c1=S (configuration not stated)	18	-4	-6	-3	i	0.6	0	5	-1
OC(c1ccccc1)c1nc(-c2cncnc2)cs1 (configuration not stated)	-13	-7	-2	0	i	-0.4	0	-1	-3
O=C(C1CCC1)N1CCc2cc(S(=O)(=O)NC3CCCC3)ccc21	4	-4	1	-22	i	-0.7	0	-1	-5
COc1cc2[nH]c(=O)n(CCCCCC(=O)NCCCN3CCCC3=O)c(=O)c2cc1OC	7	-7	-6	0	i	0.9	-6	-1	-12
COCCCn1c(=O)/c(=C\c2ccccc2OC(C)C)s/c1=C(/C#N)C(=O)Nc1ccc(C(=O)O)cc1	-93	11	44	-10	+	0.6	-13	1	0
C=CCN1C=C(C(=O)c2ccccc2)C(=O)CC1	3	-13	-2	2	i	-0.3	5	-3	-5
CC1(C)C2CC=C(/C=N/NC(=O)c3ccccc3Br)C1C2 (configuration not stated)	-8	0	-1	-1	i	-1.3	0	4	-8
COc1ccc(Cl)cc1-c1nc(-c2ccc(NC(=O)c3ccncc3)cc2)no1	-3	2	2	-5	i	-0.1	13	1	-2
CCOc1ccc(CCNC(=O)CS(=O)(=O)Cc2nc(-c3ccccc3F)oc2C)cc1	-1	0	-4	1	i	-0.7	0	-2	1
CCn1nc(C(=O)NC2=NCCS2)c2ccccc2c1=O	29	-2	0	0	i	-1.0	0	-3	-4
Cc1ccc(NC(=O)C23CCC(C)(C(=O)[C@H]2Br)C3(C)C)cc1 (some centres not stated)	8	-5	3	2	i	-1.3	3	1	-3
O=c1c(Cl)c(N2CCN(S(=O)(=O)c3ccccc3)CC2)cnn1-c1ccccc1	12	-8	1	-3	i	0.2	1	0	0
Cc1ccc(CC(=O)NCCC(=O)O)cc1	-15	-6	4	0	i	1.0	2	-3	-2
Cc1cc(C)c(S(=O)(=O)N(C)CC(=O)NCc2cccnc2)c(C)c1	6	-8	8	-4	i	-0.4	2	1	-1
COC(=O)c1ccc(S(=O)(=O)NCc2ccco2)n1C	-3	-4	0	4	i	-0.8	-1	-2	-3
Cc1ccc2[nH]c(CN3CCN(C)C(CCO)C3)c(C)c2c1 (configuration not stated)	9	-3	-4	1	i	-0.1	-4	-2	0
COc1cc(C(=O)Nc2c(C)cc(C)cc2C)c(Br)c(OC)c1OC	-6	-3	-4	-8	i	-2.1	0	3	-5
COC(=O)c1ccc(/C=N/OCC(=O)NCc2ccc(F)cc2)cc1	-9	2	-6	1	i	-0.5	-6	-1	-2
CC1CCC(NC(=O)C2CCN(c3c4c(nc5ncnn35)CCC4)CC2)CC1 (configuration not stated)	-1	-5	4	-4	i	·	0	4	-3
COc1cccc(/C=N/NC(=O)c2c(C)nc3ccc(Br)cn23)c1O	-70	14	45*	-28	i	·	-10	5	-5
CCOc1cccc(OCCCOc2ccccc2)c1	7	14	1	4	i	1.4	5	0	-7
O=C(C1CCCCC1)N1CCC2CC1c1cc(Cl)ccc12 (configuration not stated)	8	1	-2	-4	i	-0.3	1	-1	-1
Fc1ccc2c(c1)C1C=CCC1C(c1cc3c(cc1Br)OCO3)N2 (configuration not stated)	11	46	3	-1	i	0.3	-5	0	-3
C=CCOC(=O)C1=C(C)NC(SCC(=O)N(CC)CC)=C(C#N)C1c1ccco1 (configuration not stated)	-8&19	-6&4	0&-2	-2&2	i	-1.1&0.3	5&3	-1&0	-1&-11
Cc1ccc(CN2CCN(Cc3ccc4cccc(F)c4n3)CC2CCO)cc1 (configuration not stated)	1	-4	6	8	i	-1.4	3	1	-1
O=C(COC(=O)CNC(=O)c1ccc(Cl)cc1)Nc1ncc(C(F)(F)F)cc1Cl	9	9	-2	-1	i	1.9	-6	-3	-3
COc1ccc([C@H]2CC(=O)C=C(/C=C/c3ccc(Cl)cc3)C2)cc1	-14	23	4	0	i	0.1	2	-3	-1
CNC(=S)N1CCn2cccc2C1c1ccc(F)cc1 (configuration not stated)	-105	-4	-3	-4	i	-1.4	2	1	-2
COC(=O)C1=C(CSc2nnnn2C)NC(=O)NC1c1cc(C)ccc1C (configuration not stated)	1	-1	5	-8	i	1.0	-3	3	-3
Cc1noc2ncnc(Sc3ccc(Cl)cc3)c12	33	23	7	-1	i	0.2	-8	-4	-17
Cc1cc2c3nonc3ccc2n1-c1ccccc1	-12	22	7	-4	i	-0.7	-9	0	1
Cc1ccc(CCNC(=O)c2ccc(CS(=O)(=O)Cc3ccc(F)cc3)o2)cc1	-1	-10	3	10	i	0.4	-3	2	-8
CCOc1ccc(C2N(c3ccc(Cl)cc3)C(=O)C3CCCN32)cc1OC (configuration not stated)	-24	-5	-2	-11	i	0.3	3	0	-1
Cc1cccc(N2C(=S)NC3c4ccccc4OC2(C)C3C(=O)N(C)C)c1 (configuration not stated)	21	-4	3	1	i	-1.1	4	3	-2
CCOC(=O)N1CCN(C(=O)CSCc2ccccc2Cl)CC1	2	0	0	3	i	1.2	2	-1	0
COc1ccc(S(=O)(=O)N2CCN(C(=O)C3CC(=O)N(c4ccccc4F)C3)CC2)cc1OC (configuration not stated)	-7	-3	-4	4	i	-0.4	-1	1	-3
CCN(CC)S(=O)(=O)c1ccc(C)c(NC(=O)COC(=O)CNC(=O)c2ccc(C(C)(C)C)cc2)c1	11	28	1	2	i	1.3	6	0	0
CC(C)(C)c1ccc(-n2ncc3c2CCCC3NC(=O)CCN2CCCO2)cc1 (configuration not stated)	7	-5	2	-5	i	-1.4	7	4	0
Cc1[nH]c2ccccc2c1/C=N/NC(=O)c1cc(C(C)(C)C)[nH]n1	10	-1	6	5	i	1.7	9	1	-3
Cc1cc2[nH]c(=O)c(=O)[nH]c2cc1S(=O)(=O)N1CCN(c2cccc(Cl)c2)CC1	-3	11	11	-9	i	1.2	-1	-5	-8
CCC(C)Cn1c(C)nc2ccccc21 (configuration not stated)	-2	-8	-7	6	i	-0.2	-12	0	-1
Cc1cccc(/C=N/NC(=O)c2ccc3c(c2)OCCO3)c1O	0	16	4	-1	i	1.8	-3	-3	-2
Cc1ccc(SCC(=O)c2ccc(CC(=O)O)s2)cc1	23	-1	5	9	i	1.0	-4	1	-4
O=C(NCCS(=O)(=O)NC1CCCC1)c1ccccc1	3	-6	3	-9	i	-0.7	2	1	-5

Sorted by length of the SMILES (smallest number first): 6 of the compounds above.
SMILES	MLLE-PAM2 inh	FAS-TE inh	CSN deneddyl inh	eLon inh	Rpn11 inh	MsrA inhibitor	MT1-MMP act inh	Rin1-Abl PPI inh	MsrA act
Cc1cc2c3nonc3ccc2n1-c1ccccc1	-12	22	7	-4	i	-0.7	-9	0	1
Cc1cccc(/C=N/NC(=O)c2ccc3c(c2)OCCO3)c1O	0	16	4	-1	i	1.8	-3	-3	-2
COC(=O)C1=C(CSc2nnnn2C)NC(=O)NC1c1cc(C)ccc1C (configuration not stated)	1	-1	5	-8	i	1.0	-3	3	-3
Cc1cccc(N2C(=S)NC3c4ccccc4OC2(C)C3C(=O)N(C)C)c1 (configuration not stated)	21	-4	3	1	i	-1.1	4	3	-2
COc1ccc([C@H]2CC(=O)C=C(/C=C/c3ccc(Cl)cc3)C2)cc1	-14	23	4	0	i	0.1	2	-3	-1
Cc1cc2[nH]c(=O)c(=O)[nH]c2cc1S(=O)(=O)N1CCN(c2cccc(Cl)c2)CC1	-3	11	11	-9	i	1.2	-1	-5	-8

Additional structures.
SMILES	MLLE-PAM2 inh	FAS-TE inh	CSN deneddyl inh	eLon inh	Rpn11 inh	MsrA inhibitor	MT1-MMP act inh	Rin1-Abl PPI inh	MsrA act
COc1ccc(C(=O)N2CCN(C(=O)C3COc4ccccc4O3)CC2)cc1OC (configuration not stated)	-3	-3	2	-13	i	1.6	-4	-3	-1
O=C(O)c1cnnc2ccccc12	-3	-11	-2	2	i	0.7	1	2	0
O=C(O)c1ccc(N/N=C/C=C/c2ccccc2[N+](=O)[O-])cc1	-12	-4	4	3	i	4.2	12	-2	-6
Cc1nnc(Sc2cc(C(=O)NCCCN(C)Cc3ccccc3)c3ccccc3n2)s1	-17	-7	-2	-13	i	1.6	7	-1	-3
C=CCC1Cc2c(Br)cccc2C(CC=C)N1 (configuration not stated)	-13	1	-3	-3	i	-1.6	-2	2	0
Cc1ccc(NC(=O)c2ccccc2N(C)S(=O)(=O)c2ccccc2)c(C)c1	11	-6	-1	-4	i	-1.8	0	-5	-6
COc1ccccc1NC(=O)Nc1ccc(Br)cn1	-1	-8	-2	-11	i	0.7	-2	0	-2
O=C(CN1CCc2ccccc2C1)NCC(=O)Nc1ccc(F)cc1	-3	-4	-1	-7	i	-0.9	2	-2	-4
CN1CC=C2C(C#N)=C(N)C(C#N)(C#N)C(c3ccsc3)C2C1 (configuration not stated)	122	-72	-28	60*	i	0.7	-55	-3	-7
CC(Sc1nnc(Cc2ccccc2)n1C)C(=O)NC1CC1 (configuration not stated)	-7	-8	0	-1	i	-0.9	0	3	-3
Cc1nnc2c(NCC(C)c3ccccc3)nc3ccccc3n12 (configuration not stated)	-2	-6	-1	-7	i	-0.2	12	-4	1
